# High-throughput results from PubChem.
# p53null 32C tox – selectivity test: cytotoxicity in p53 null cells, permissive temperature. 55,000 tested, 0.62% active. AID 903. Potency, µM (titrated, usually from 46.1 µM), for the others: top-dose activity change, negative = cytotoxicity, usual class: cytotoxic. H1299-neo p53 null cells, ATP luminescence, 24 h, 32C;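 note: 0% = DMSO only and -100% = full killing by 100 µM tamoxifen; nearly all actives have a fitted effect of over 55% in size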
#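 H1299-neo (p53 null) cells, 600/well, treated 24 h at 32C with compound up to 46 uM; ATPlite luminescence viability, normalized to DMSO and 100 uM tamoxifen; AC50 by Hill fit.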
# p53null 39C kill – selectivity test: cytotoxicity in p53 null cells, nonpermissive temperature; H1299 p53-null (neo) cells, 39C, ATPlite viability, 24 h; Potency, µM (top dose mostly 46.1 µM), without a hit: at the highest dose activity, negative = cell killing, usual class: cytotoxic; 55,000 tested, 0.97% active; AID 904;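 note: 0% = DMSO only and -100% = full killing by 100 µM tamoxifen; nearly all actives have a fitted effect of over 50% in size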
#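 Following overnight plating at 37C (600 cells/well), H1299-neo or H1299-p53A138V cells are dosed up to 46 uM. Incubation lasts 24 hr at 39C before ATP detection.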
# Numbers without * were called inactive; ? = inconclusive; [ ] = remark or other dose. Calls come from the whole dose curve; as a rule, active = well fitted cell-killing curve with a large enough effect; inconclusive = small, poorly fitted or top-dose-only effect; inactive = no such curve, though single readings can be large or run the other way. Potency is the fitted concentration of half-maximal effect. The list is partial; rates above refer to the full screens.
Structure	p53null 39C kill	p53null 32C tox
CCc1ccc(NC(=O)C2C3C=CC(C4CC34)C2C(=O)O)cc1 (configuration not stated)	?	?
O=C(CSC1c2ccccc2C(=O)N1c1ccccc1)N1CCOCC1 (configuration not stated)	15%	4%
Cc1cc(OCC(=O)NCCO)ccc1Cl	2%	-6%
CCOC(=O)NC1(C(F)(F)F)C(=O)NC(C)=C1C#N (configuration not stated)	17%	-6%
CCCCNC(=S)NCCN1CCCCC1	-13%	-8%
N#Cc1sc2nc(N3CCCCC3)c3c(c2c1N)CCCC3	-1%	2%
COc1ccc(Cn2c(O)cc(=O)[nH]c2=O)cc1	10%	10%
O=C(Cn1c(=O)[nH]c2ccsc2c1=O)NC1CCCCCC1	6%	-2%
CCOc1ccc(-c2nnn(CC(=O)NCc3ccco3)n2)cc1OCC	-9%	2%
Cc1ccc(NC(=O)NC2CCN(S(=O)(=O)c3ccc(F)cc3)CC2)cc1	10%	7%
CCOC(=O)C1=C(C)NC2=C(C(=O)CC(c3cccs3)C2)C1c1cccs1 (configuration not stated)	-2%	10%
OC(COc1ccc2cc(Br)ccc2c1)CN1CCOCC1 (configuration not stated)	-7%	-6%
COc1ccc(CNc2oc(-c3cccc4ccccc34)nc2C#N)cc1	-3%	2%
Cc1noc(C)c1CSc1ccc2ccccc2n1	-13%	-7%
CC1C(C)C(O)(c2ccccc2)CCN1C (configuration not stated)	-4%	10%
CC1(C)Cc2ccccc2C(NNC(=O)c2cccnc2)=N1	-2%	5%
Cc1ccc(NC(=O)C(OC(=O)c2ccc(C=O)cc2)c2ccccc2)cc1Cl (configuration not stated)	-30%	27%
O=C(NCc1ccco1)c1sc2ccccc2c1Cl	-27%	-24%
O=C(COc1ccc2ccccc2c1Br)N1CCOCC1	3%	15%
COCCNC(=O)c1cnn2c1NC(c1ccco1)CC2C(F)(F)F (configuration not stated)	20%	3%
O=C1OC(c2ccccc2)=C/C1=C/N1CCOCC1	-6%	-6%
Cc1cc(C)n(-c2nc3ccccc3nc2Nc2ccc3c(c2)OCO3)n1	5%	10%
CCC(=O)Nc1nonc1-c1nc2ccccc2n1Cc1cccc2ccccc12	7%	17%
CCCOc1ccccc1C1CC(=O)Nc2cc3c(cc21)OCCO3 (configuration not stated)	7%	25%

# Entries above that contain a thiophene ring, fused or not (four):
Structure	p53null 39C kill	p53null 32C tox
N#Cc1sc2nc(N3CCCCC3)c3c(c2c1N)CCCC3	-1%	2%
O=C(Cn1c(=O)[nH]c2ccsc2c1=O)NC1CCCCCC1	6%	-2%
CCOC(=O)C1=C(C)NC2=C(C(=O)CC(c3cccs3)C2)C1c1cccs1 (configuration not stated)	-2%	10%
O=C(NCc1ccco1)c1sc2ccccc2c1Cl	-27%	-24%

# Next section:
Structure	p53null 39C kill	p53null 32C tox
CNc1nc(N(C)C)nc(N(C)C)n1	-8%	-7%
COc1ccc(CCNC(=O)N2CCOCC2)cc1	-12%	-5%
COc1ccccc1OCCn1cc(C#N)c2ccccc21	-4%	0%
O=C(Nc1ccc(N2CCOCC2)cc1)Nc1ccc2nc(-c3ccco3)c(-c3ccco3)nc2c1	-12%	-6%
O=C(O)c1cccc(-c2nnn(Cc3ccccc3Cl)n2)c1	-11%	-13%
Cc1ccccc1C(=O)NC1CCN(Cc2nnnn2C2CCCC2)CC1	16%	-1%
O=S(=O)(c1cccs1)N1CCN(c2ncccn2)CC1	8%	2%
N#CCCn1cc(C(CC(=O)c2ccccc2)C(=O)O)c2ccccc21 (configuration not stated)	-14%	-18%
COc1ccc(NC(=O)c2cccs2)cc1	-9%	?
O=C(NC1CCCC1)C(c1ccccc1)N(Cc1ccc2c(c1)OCO2)C(=O)Cc1cccs1 (configuration not stated)	-13%	5%
O=C(CN1C2CCCC1CC(NC(=O)c1ccccc1)C2)Nc1nccs1 (configuration not stated)	14%	2%
COc1ccc(-n2c(C(C)n3nc(C)c([N+](=O)[O-])c3C)n[nH]c2=S)cc1 (configuration not stated)	-7%	2%
CCOC(=O)c1c(C)[nH]c(C(=O)N/N=C/c2ccc(Br)cc2)c1C	-11%[1.84 µM]	19%
COC(=O)[C@@H]1[C@@H](C#N)C2(c3ccccc3-c3ccccc32)N(c2ccc(Cl)cc2)N1C#N	-19%	-1%
CCCCn1c(SCC(=O)N2c3ccccc3CCc3ccccc32)nc2c1c(=O)n(C)c(=O)n2C	-2%	4%
CN(CCO)C1=CC(=O)CC(C)(C)C1	3%	-7%
O=C(COC(=O)c1cc([N+](=O)[O-])ccc1NCCO)c1ccc(Cl)cc1	-5%	-6%
O=C(OCCCN=C1NS(=O)(=O)c2ccccc21)C1CC(=O)N(c2ccc(Cl)cc2)C1 (configuration not stated)	11%	-6%
CCCc1nc2ccc(NC(=O)NCCC(=O)OCC)cc2c(=O)n1Cc1ccc(Cl)cc1	0%	4%
CCOC(=O)CCCCNCc1ccccc1	8%	0%
O=C(CNS(=O)(=O)c1ccc(Br)cc1)N1CCN(c2ccc(F)cc2)CC1	-12%	-3%
CC(C)NC(=O)CSc1nc(-c2cccs2)cc(-c2ccccc2)c1C#N	14%	1%
O=C(Nc1nnc(C(F)(F)F)s1)c1cccnc1	?	-27%
O=C(CCc1nc2ccccc2s1)OCC(=O)c1ccccc1	13%	-4%
O=C(NCCc1nc2ccccc2[nH]1)/C(=C/c1ccco1)NC(=O)c1ccc(Br)o1	-6%	-3%
O=C(Nc1ncc2c(n1)CC(c1ccccc1)CC2=O)c1ccco1 (configuration not stated)	12%	-6%
O=C(/C=C/c1ccc(Br)cc1)NC(=S)NNC(=O)c1ccco1	4%	6%
CC1CCN(C(=O)CSc2nnc(-c3ccncc3)n2C)CC1	3%	-2%
CC(=O)Nc1ccc(S(=O)(=O)NCc2csc(C)n2)cc1	-4%	-7%
CC(C)CNS(=O)(=O)c1ccc(OCC(=O)Nc2ccc(F)cc2F)cc1	7%	-5%
CCOc1ccc(C(=O)CSc2nnc(C3CC3)n2C)cc1	26%	-8%
Cc1ccc(NC(=S)N2CCn3cccc3C2c2cccnc2)cc1 (configuration not stated)	16%	-4%
CCCOC(=O)C1=C(C)NC2=C(C(=O)C(C(=O)OC)C(C)C2)C1c1ccc(N(CC)CC)cc1 (configuration not stated)	-9%	4%
COc1cc(NC(=O)CSc2nnc(Cn3nnc4ccccc43)n2C)cc(OC)c1	-2%	13%
COc1ccc(N=c2scc(-c3ccc(OC)cc3)n2CCO)cc1	-8%	-1%
COc1cccc(-n2nnc3c(=O)n(CC(=O)N4CCC(C)CC4)cnc32)c1	-10%	-14%
O=C(O)c1cccc(-c2nnn(Cc3ccccc3)n2)c1	-8%	-4%
Cc1ccc(NC(=O)C2CCN(C(=O)NC3CCCCC3)CC2)c(C)c1	9%	-5%
Cc1ccc(C(C(=O)NC(C)(C)C)N(C(=O)c2csnn2)C2CC2)cc1 (configuration not stated)	-15%	-1%
O=C(Nc1ccccc1)N1CCCc2ccccc21	-3%	-10%
COc1ccc(-c2nncnn2)cc1	1%	-5%
Nc1c(O)ccc2c1C(=O)c1ccccc1C2=O	5%	-26%
CCn1c(CCNC(=O)c2ccc(OC)c(OC)c2)nc2ccccc21	-6%	-8%
CCOC(=O)c1c(C)[nH]c(C(=O)Cn2c(=O)c3c(ncn3CC)n(Cc3ccccc3)c2=O)c1C	3%	14%
S=C(NN=C(C1CC1)C1CC1)Nc1ccccc1	4%	3%
CCc1ccc(S(=O)(=O)NCc2csc(C)n2)s1	-16%	0%
COc1ccc(-n2c(C)nc(=O)c(-c3ccccc3)c2C)cc1	1%	8%
COc1ccc(/C=C/C(=O)Oc2ccc(/C=N\NC(=O)c3ccc(F)cc3)cc2)cc1	14%	-5%
Cc1cccc2cc(CN(Cc3ccc(F)cc3)C(=O)N3CCOCC3)c(=O)[nH]c12	-11%	5%
O=C(COC(=O)c1cccs1)c1ccc2ccccc2c1	6%	-8%
O=C(NCCCN1CCN(c2cccc(Cl)c2)CC1)c1cccc(N2CCCC2=O)c1	-4%	-13%
COc1ccc2cc(S(=O)(=O)N3CCN(C)CC3)ccc2c1	-8%	-1%
c1ccc2c(NC3=NCCCCS3)cccc2c1	-7%	-6%
CCC(CC)C(=O)Oc1c(Sc2ccccc2[N+](=O)[O-])c(C)nn1C(C)(C)C	14%	-1%
COc1cc(C)c(Br)cc1S(=O)(=O)N1CCOCC1	11%	-3%
COc1ccc(CCN(C(=O)c2cccc(F)c2)C2CC(=O)N(c3ccccc3)C2=O)cc1 (configuration not stated)	1%[1.84 µM]	-1%
O=C(CSc1nnc(-c2ccc(Br)cc2)n1C1CCCCC1)N1CCCC1	-8%	3%
O=C(NCCC1=CCCCC1)c1cnc2n(c1=O)CCS2	8%	-8%
COc1ccc(CN(C2CCCC2)S(=O)(=O)c2ccc(-n3cnnn3)cc2)cc1OC	-2%	-8%
CCOc1ccc(N(CC(=O)NC2CCCCC2)C(=O)CSc2nnc(COc3ccccc3)o2)cc1	1%	2%

# Laid out differently: four of the compounds above
> COc1ccc(CCN(C(=O)c2cccc(F)c2)C2CC(=O)N(c3ccccc3)C2=O)cc1 (configuration not stated)
  p53null 39C kill = 1%[1.84 µM]
  p53null 32C tox = -1%

> COc1cccc(-n2nnc3c(=O)n(CC(=O)N4CCC(C)CC4)cnc32)c1
  p53null 39C kill = -10%
  p53null 32C tox = -14%

> COc1ccc(CN(C2CCCC2)S(=O)(=O)c2ccc(-n3cnnn3)cc2)cc1OC
  p53null 39C kill = -2%
  p53null 32C tox = -8%

> CC1C(C)C(O)(c2ccccc2)CCN1C (configuration not stated)
  p53null 39C kill = -4%
  p53null 32C tox = 10%

# Continued:
Structure	p53null 39C kill	p53null 32C tox
O=C(COc1ccc(Cl)cc1Cl)Nc1c(-c2cccs2)nc2ccccn12	?	-19%
COc1c(C)cc(Br)cc1C(=O)NCc1cccnc1	-11%	2%
O=C(CCS(=O)(=O)c1ccccc1)Nc1ccccc1-c1nc2ccccc2s1	-14%[1.84 µM]	3%
CCn1c(SCC(=O)NC(C)(C)C)nnc1-c1ccoc1C	23%	12%
CC1=C(C(N)=O)C(c2ccccn2)n2nc(SCc3ccccc3)nc2N1 (configuration not stated)	-6%	-9%
O=c1c2c3c(sc2nc2n1CCCC2)CCCC3	-1%	-9%
CCNCCOC(c1ccccc1)c1ccccc1	-25%	7%
CCOC(=O)C1=C(N)Oc2ccc3ccccc3c2C1c1cccnc1 (configuration not stated)	-1%	2%
Cc1sc2nc(CN(C(=O)NC3CCCCC3)C3CCCCC3)[nH]c(=O)c2c1C	20%	-3%
COc1ccc(-c2nnc(SCC(=O)NCc3cccs3)n2C)cc1	1%	10%
CC(C)C(=O)Nc1nnc(CCc2nnc(NC(=O)C(C)C)s2)s1	15%	12%
O=C(CSc1n[nH]c(-c2cccnc2)n1)Nc1ccccc1	14%	5%
O=C(Nc1ccccc1)N1CCc2ccccc21	?	?
Cc1cccc2cc(CN(Cc3ccc(F)cc3)C(=O)C(F)(F)F)c3nnnn3c12	-5%	-4%
CCn1c(C(=O)N2CCCC(C(=O)NCCCc3ccccc3)C2)cc2sccc21 (configuration not stated)	2%	3%
CCOc1ccc(CN(C)CC(=O)Nc2ccc(N3CCOCC3)cc2)cc1OC	18%	4%
C=CCn1c(SCC(=O)NC(=O)NC2CCCC2)nnc1C1CCCCC1	-5%	1%
O=C(CCc1nc2ccccc2c(=O)[nH]1)OCc1ccccc1F	-6%	-3%
Cc1ccc2nc3sc(C(=O)NCc4ccco4)c(N)c3cc2c1	?	-28%
COC(=O)c1[nH]c(C)c(/C(O)=C2\C(=O)C(=O)N(CCN(C)C)C2c2ccco2)c1C (configuration not stated)	-6%	-6%
CC(=O)c1ccc(N2Cc3ccccc3/C2=N\C(=O)Nc2ccccc2)cc1	19%	-1%
Cc1c(/C=C/C(=O)c2ccc(O)cc2)cnn1C	-15%	?
COc1ccc(CNC(=S)NC2CCCC2)cc1	11%	9%
Cc1ccc(-n2c(C)cc(/C=N/NC(=O)CC3(C)OCCO3)c2C)c(C)c1	7%	-4%

# The last 4 records of the part above open the next one:
Structure	p53null 39C kill	p53null 32C tox
CC(=O)c1ccc(N2Cc3ccccc3/C2=N\C(=O)Nc2ccccc2)cc1	19%	-1%
Cc1c(/C=C/C(=O)c2ccc(O)cc2)cnn1C	-15%	?
COc1ccc(CNC(=S)NC2CCCC2)cc1	11%	9%
Cc1ccc(-n2c(C)cc(/C=N/NC(=O)CC3(C)OCCO3)c2C)c(C)c1	7%	-4%
CC(C)(C#N)Nn1cnnc1	0%	-3%
O=C(CCC(=O)c1cccs1)c1cccs1	-15%	-17%
Cn1c(SCC(=O)c2ccc3c(c2)OCCO3)nnc1C1CC1	16%	-3%
O=C1OCCC1Sc1nnc(-c2ccco2)o1 (configuration not stated)	-2%	2%
CCC(Sc1ncccn1)C(=O)Nc1cc(C)on1 (configuration not stated)	-4%	0%
